Assay outcomes deposited in PubChem by National Center for Advancing Translational Sciences (NCATS).
TDP1 cell noCPT – qHTS for Inhibitors of human tyrosyl-DNA phosphodiesterase 1 (TDP1): qHTS in cells in absence of CPT. DT40 Tdp1-/- hTDP1 cells, no CPT, ATP luminescence, 48 h. Potency, µM (top dose mostly 46.2 µM), without a hit: at the highest dose activity change, negative = growth inhibition, usual class: inhibitors. 15% of 420,000 active. AID 686978, 2013; also: nearly all actives have a fitted effect of over 55% in size
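Chicken DT40 Tdp1-/- cells complemented with human TDP1, screened without camptothecin (DMSO vehicle only), 400 cells/well. Compounds pin-transferred, cells incubated at 37 °C for at least 48 hr. Growth read as ATP-dependent luminescence (CellTiter-Glo, 30 min at RT).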
TDP1 inh – inhibitors of human tyrosyl-DNA phosphodiesterase TDP1. Q9NUW8. recombinant TDP1, AlphaScreen DNA substrate cleavage. Potency, µM (series often up to 130 µM), for inactives: top-dose activity change, negative = inhibition, hits mostly inhibitors. 0.28% of 350,000 active. AID 485290; also: nearly all actives have a fitted effect of over 40% in size
Target sequence (Q9NUW8 whole entry, looked up): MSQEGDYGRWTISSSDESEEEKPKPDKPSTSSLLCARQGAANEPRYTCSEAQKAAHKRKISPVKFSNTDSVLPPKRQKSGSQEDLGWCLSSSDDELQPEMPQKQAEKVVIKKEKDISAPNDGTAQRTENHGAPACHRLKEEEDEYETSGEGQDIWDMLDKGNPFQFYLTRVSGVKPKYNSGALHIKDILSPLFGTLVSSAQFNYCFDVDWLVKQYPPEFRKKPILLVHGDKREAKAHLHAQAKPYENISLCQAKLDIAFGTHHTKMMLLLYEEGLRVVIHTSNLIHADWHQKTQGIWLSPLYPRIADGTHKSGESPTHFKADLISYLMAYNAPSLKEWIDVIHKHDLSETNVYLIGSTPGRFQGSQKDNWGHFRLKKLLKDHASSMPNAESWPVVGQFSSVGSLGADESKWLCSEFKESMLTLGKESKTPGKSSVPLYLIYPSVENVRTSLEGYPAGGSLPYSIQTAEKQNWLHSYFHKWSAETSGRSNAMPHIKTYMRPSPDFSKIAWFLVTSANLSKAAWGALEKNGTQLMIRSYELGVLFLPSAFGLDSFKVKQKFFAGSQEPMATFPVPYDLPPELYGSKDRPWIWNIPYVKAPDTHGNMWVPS
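E. coli-derived human Tdp1, 1 nM final. Cpd preinc 15 min RT; substrate 15 nM final, 5 min RT; AS bead mix 10 ug/ml final, 10 min RT. Signal loss = tyrosine-FITC cleavage. No-enzyme wells = max signal.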
TDP1 cell CPT – growth inhibition of DT40 Tdp1-/-;hTDP1 cells with camptothecin (screen for TDP1 inhibitors); chicken DT40 Tdp1-/-;hTDP1 cells + 20 nM CPT, ATP luminescence, 48 h; Potency, µM (doses to about 46.2 µM), for the others: at the top dose activity change, negative = growth inhibition, actives largely listed as inhibitors; 12% of 420,000 active; also: nearly all actives have a fitted effect of over 55% in size
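Chicken DT40 Tdp1-/- cells complemented with human TDP1, 400 cells/well, exposed to compounds plus 20 nM camptothecin for at least 48 h at 37 C; viability read as ATP content by CellTiter-Glo luminescence.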
Active calls of the source: *; ? = inconclusive; . = no result given; & = joins results of further samples; [ ] = dose if it differs, or a comment. Calls follow the shape of the dose curve; as a rule, active = well fitted curve in the direction sought with a large enough effect; inconclusive = small, poorly fitted or top-dose-only effect, or another doubt; inactive = no such curve, though single readings can be large; an effect the other way counts as inactive or inconclusive. % is scaled to controls: 0 for no effect and ±100 for the full control effect; potency is read from the fitted curve at half-maximal effect.

SMILES | TDP1 cell noCPT | TDP1 inh | TDP1 cell CPT
O=C(O)C[C@H]1c2cc(C(F)(F)F)ccc2S(=O)(=O)N1C1CCCCC1 | -16%&-17% | . | -6%&-20%
COc1ccc([N+](=O)[O-])cc1NC(=O)C(C)N(C)Cc1cccc(OC)c1OC (stereo not given) | 16µM* | 5% | 21µM*
COc1ccc(-c2nc3cc(NC(=S)NC(=O)Cc4ccccc4)ccc3o2)cc1 | ? | 0% | ?
CC(C)Oc1ccc(S(=O)(=O)N2CCCCC2)cc1NC(=O)CN1C(=O)NC(C)(C2CC2)C1=O (stereo not given) | 4% | -1%[56.1 µM] | 1%
Cn1cc(Br)c(C(=O)N/N=C/c2cc3ccccc3nc2Cl)n1 | 21µM* | 3% | ?
COc1ccc(/C=N/NC(=O)Cn2cnc3c2c(=O)n(C)c(=O)n3C)c(OC)c1OC | -8% | . | 9%
N#Cc1ccc(NC(=O)COc2ccc(-n3cnnn3)cc2)cc1 | -8% | ? | 3%
CCCCn1cnc2c1c(=O)n(C)c(=O)n2C | -9% | -5% | -6%
COc1ccccc1N(CC(=O)NCCC1=CCCCC1)S(=O)(=O)c1ccccc1 | ? | 6% | ?
O=C1c2ccccc2C(=O)C12Cc1ccccc1N1CCN(c3ccccc3)CC12 (stereo not given) | ? | 7% | ?
O=C(CC1C(=O)NCCN1Cc1ccccc1C(F)(F)F)NCCN1CCCCC1=O (stereo not given) | 2% | 2% | 2%
Cc1ccc(C(=O)N[C@@H](C)CN2C3=NC[C@H](C(C)C)N3C[C@H]2Cc2ccc(O)cc2)cc1Br | 5.8µM* | 8% | 4.6µM*
COc1ccc(C)cc1NC(=O)c1nnn(CC(=O)Nc2c(C)cccc2C)c1N | -10% | 0% | 0%
O=C(CCCN1C(=O)c2ccccc2C1=O)Nc1ccccc1C(=O)N1CCOCC1 | -6% | 4% | -4%
N#C/C=C(/c1ccc(F)cc1)N1CCOCC1 | -6% | 4% | -3%
Cc1c(-c2ccccc2)nc2c(Cl)cccc2c1C(=O)OCC(=O)c1ccc(F)cc1 | 5.8µM* | . | ?
COC(=O)c1sccc1NC(=O)Cn1nnc(-c2ccccc2C)n1 | -34% | -5% | ?
CC(=O)Nc1nn(C)c2nc3cc(C)ccc3cc12 | ? | 1% | ?
Cc1ccc(NC(=O)C(=O)NCCCN2CCCC2=O)c(C)c1 | -3% | -3% | 4%
CCOc1ccc(NC(=O)Cc2ccccc2)cc1 | ? | 0% | -3%
Cc1noc(C)c1COc1cccc(C(=O)Nc2ccc3c(c2)OCO3)c1 | -16% | -2% | ?
CC(=O)Nc1c(Cl)cc([N+](=O)[O-])c2ccccc12 | -7% | 2% | -12%
CS(=O)(=O)Nc1cccc(-c2nc(NCc3ccccc3)c3ccccc3n2)c1 | -28% | . | ?
CCOc1ccc(NC(=O)CCc2ccc(C)o2)cc1 | 10% | 6% | -1%
CNC(=S)N1N=C(c2ccc(OC)cc2)CC1c1ccc(N(C)C)cc1 (stereo not given) | ? | 11% | ?
Cc1cnc(NC(=O)CSCc2c(C)noc2C)s1 | 13% | 0% | 12%
Oc1[nH]c2ccc(Br)cc2c1N=NC(=S)NCC1CCCO1 (stereo not given) | ? | 13% | ?
Cc1ccc(CNC(=O)C(=O)c2cn(CC(=O)N3CCCC3)c3ccccc23)cc1 | ? | 4% | -30%
Cc1cc2nc3c(=O)[nH]c(=S)[nH]c3nc2cc1NC(=O)C(F)(F)F | ? | . | ?
O=C(CN1CCOCC1)NNC(=O)c1ccc(Cl)cc1 | 5% | 0% | 13%
CCc1cccc(NC(=O)C2CCCN(S(=O)(=O)c3c(C)[nH]c(=O)[nH]c3=O)C2)c1 (stereo not given) | 1% | 4% | 24%
CC(=O)Nc1cccc(NC(=O)C2CC(=O)N(c3ccc(C)cc3)C2)c1 (stereo not given) | -1% | -1% | ?
Cc1ccc(CONC(=O)c2ccc([N+](=O)[O-])cc2)cc1 | 2% | 0% | -13%
CCOc1ccc(NC(=O)CN(C)c2nnnn2-c2ccccc2)cc1OCC | -2% | 1% | -1%
O=C(NCc1ccccc1C(F)(F)F)C1CCC(=O)N(C2CCCCCC2)C1 (stereo not given) | 3% | 0% | ?
CCCN1C(=O)C(=O)N(CC(=O)c2cc(C)n(C3CC3)c2C)C1=O | ? | 5% | ?
CCN(CC)c1nc(N)n(CCSC(=S)N(C)C)c(=O)n1 | -11% | . | -10%
O=C(C1=C(O)C(=O)N(CC2CCCO2)C1c1ccc(Cl)cc1)c1ccco1 (stereo not given) | 2% | 10% | 1%
C=CCc1cccc(C=Nc2ccc(Br)cc2)c1O | 0% | 0% | -2%
COc1ccc(-n2nc(C)c3c(=O)c4c([nH]c32)CCCC4)cc1 | -16% | . | ?
O=C(CSC1=NCCS1)Nc1ccccc1F | ? | 3% | -25%
CCC1CCCCN1CCCNC(=O)CN1C(=O)c2cccnc2Oc2ccc(Cl)cc21 (stereo not given) | 17%&2% | 6%&10% | -1%&-1%
CCCc1cc(=O)oc2c(C)c(OCC(=O)NCCCN3CCOCC3)ccc12 | -3% | 6% | 0%
C/C(=N/NC(=O)c1ccc(Br)o1)c1cccc(NC(=O)c2ccc(F)cc2)c1 | ? | 2% | ?
COc1cc(NC(=O)COC(=O)c2ccc3ccccc3n2)cc(OC)c1 | 2% | -6%[0.505 µM] | 7%
CC(C)c1cc(C(=O)NCc2ccccc2)no1 | 12% | -1% | -5%
Clc1ccccc1N1CCN(Cc2nnc(-c3ccccc3)o2)CC1 | ? | 6% | -27%
Nc1nnnn1CC(=O)N/N=C/c1cc([N+](=O)[O-])ccc1Cl | 10µM* | 5% | 15µM*
O=C(CN(C(=O)c1csnn1)c1cccc(Cl)c1)NC1CCCCC1 | -15% | . | -1%
O=C(Cc1ccc(Br)cc1)NNC(=O)Nc1ccc(Cl)cc1 | -6% | -2% | -10%
O=C(C1CCN(S(=O)(=O)c2cccc3cccnc23)CC1)N1CCc2ccccc21 | -28% | 5% | -8%
Cc1c(Cl)cccc1-n1c(CCC(=O)O)ccc1-c1cccs1 | ? | . | ?
C=C(C)Cn1c2ccc(NC(=O)NCc3ccccc3)cc2c(=O)n1C | -5% | . | -10%
CN1CCN(C(=O)CCN2C(=O)/C(=C\c3ccc(F)cc3)SC2=S)CC1 | 15µM* | 5% | 18µM*
CSc1nnc2n(-c3ccccc3)c(=O)c3c4c(sc3n12)CCC4 | -37% | 4% | -12%
O=C(NCc1nnc(SCC(=O)N2CCCCC2)o1)c1c(F)cccc1F | -29% | 2% | -6%
CC(=O)c1cccc(NC(=O)C(C)OC(=O)c2cccc(-n3cnnn3)c2)c1 (stereo not given) | -3% | 0% | -4%
Cc1ccc(C(=O)N2CCOCC2)cc1S(=O)(=O)N1CCCC1 | -16% | 3% | -2%
Cc1ccccc1C(=O)c1ccc2c(c1)n(C)c(=O)n2C | -28% | 8% | ?
Cc1ccc(CNC(=O)CCC(=O)N2CC(C)Oc3ccccc32)cc1 (stereo not given) | -8% | . | -28%

18 neighbouring records from above, quoted:
SMILES | TDP1 cell noCPT | TDP1 inh | TDP1 cell CPT
COc1ccc(-n2nc(C)c3c(=O)c4c([nH]c32)CCCC4)cc1 | -16% | . | ?
O=C(CSC1=NCCS1)Nc1ccccc1F | ? | 3% | -25%
CCC1CCCCN1CCCNC(=O)CN1C(=O)c2cccnc2Oc2ccc(Cl)cc21 (stereo not given) | 17%&2% | 6%&10% | -1%&-1%
CCCc1cc(=O)oc2c(C)c(OCC(=O)NCCCN3CCOCC3)ccc12 | -3% | 6% | 0%
C/C(=N/NC(=O)c1ccc(Br)o1)c1cccc(NC(=O)c2ccc(F)cc2)c1 | ? | 2% | ?
COc1cc(NC(=O)COC(=O)c2ccc3ccccc3n2)cc(OC)c1 | 2% | -6%[0.505 µM] | 7%
CC(C)c1cc(C(=O)NCc2ccccc2)no1 | 12% | -1% | -5%
Clc1ccccc1N1CCN(Cc2nnc(-c3ccccc3)o2)CC1 | ? | 6% | -27%
Nc1nnnn1CC(=O)N/N=C/c1cc([N+](=O)[O-])ccc1Cl | 10µM* | 5% | 15µM*
O=C(CN(C(=O)c1csnn1)c1cccc(Cl)c1)NC1CCCCC1 | -15% | . | -1%
O=C(Cc1ccc(Br)cc1)NNC(=O)Nc1ccc(Cl)cc1 | -6% | -2% | -10%
O=C(C1CCN(S(=O)(=O)c2cccc3cccnc23)CC1)N1CCc2ccccc21 | -28% | 5% | -8%
Cc1c(Cl)cccc1-n1c(CCC(=O)O)ccc1-c1cccs1 | ? | . | ?
C=C(C)Cn1c2ccc(NC(=O)NCc3ccccc3)cc2c(=O)n1C | -5% | . | -10%
CN1CCN(C(=O)CCN2C(=O)/C(=C\c3ccc(F)cc3)SC2=S)CC1 | 15µM* | 5% | 18µM*
CSc1nnc2n(-c3ccccc3)c(=O)c3c4c(sc3n12)CCC4 | -37% | 4% | -12%
O=C(NCc1nnc(SCC(=O)N2CCCCC2)o1)c1c(F)cccc1F | -29% | 2% | -6%
CC(=O)c1cccc(NC(=O)C(C)OC(=O)c2cccc(-n3cnnn3)c2)c1 (stereo not given) | -3% | 0% | -4%

Next structures:
SMILES | TDP1 cell noCPT | TDP1 inh | TDP1 cell CPT
CC(C)C[C@@H](CN)NC(=O)c1nc[nH]c1C(=O)N[C@@H](CC(C)C)C(=O)CNC[C@H](C)NC(=O)c1nc[nH]c1C(=O)N[C@@H](C)C(=O)O | -8% | . | -14%
OC(CNCCc1ccccc1)c1ccccc1 (stereo not given) | -5% | 2% | -5%
COc1ccc(-c2nc3ccccc3c(=O)n2CC(C)C)cc1 | ? | . | ?
COC(=O)c1ccc(CSC2=NCCS2)cc1 | -21% | 3% | -3%
CCCC[n+]1ccn(-c2nc3ccccc3nc2[N-]S(=O)(=O)c2cccs2)c1 | ? | -5% | ?
Cc1csc(NC(=O)C(Cc2ccccc2)n2cccc2)n1 (stereo not given) | ? | 5% | 29µM*
CN(C)Cc1ccccc1Sc1ccc(Br)cc1 | -19% | -5% | -5%
CCCN1C(=S)SC(C)(C)C1/[N+]([O-])=C/c1ccc(S(=O)(=O)NC)cc1 (stereo not given) | -1% | -1% | 4%
O=C(OC1Cc2c(O)cc(O)cc2OC1c1cc(O)c(O)c(O)c1-c1c(C2Oc3cc(O)cc(O)c3CC2O)cc(O)c(O)c1O)c1cc(O)c(O)c(O)c1 (stereo not given) | -4% | . | ?
CC(C)NC(=O)c1cn(C2CCCN(C(=O)c3cc4ccccc4oc3=O)C2)nn1 (stereo not given) | -14% | . | 23%[9.04 µM]
C[C@H](N)c1nnc(SCC(N)=O)o1 | 1% | 0% | -3%
O=C1CCN(Cc2ccccc2)S(=O)(=O)c2ccccc21 | ? | -3% | 29µM*
Cc1oc(-c2cccs2)nc1CN1CCN(C2CCCC2)C(CCO)C1 (stereo not given) | 10% | 1% | -12%
Cc1cccc(CNc2ncnc3ccc(-c4ccc(C(=O)N(C)C)cc4)cc23)c1 | 26µM* | 3% | ?
Cc1ccc(C)c(NC(=S)N2CCCC2)c1 | 13% | 2%[56.1 µM] | -15%
CC(Sc1nnc(-c2ccccc2)c(-c2ccccc2)n1)C(=O)NCC1CCCO1 (stereo not given) | 23µM* | 3% | ?
CN(C)N1C(N)=C(C#N)C(c2cccnc2)C2=C1CC(C)(C)CC2=O (stereo not given) | -3% | -4% | 3%
c1ccc(Cn2nnc3c(N4CCC5(CC4)OCCO5)ncnc32)cc1 | ? | 4% | -18%

Only TDP1 cell CPT and TDP1 inh, for some of the entries so far:
structure | TDP1 cell CPT | TDP1 inh
O=C(CN1CCOCC1)NNC(=O)c1ccc(Cl)cc1 | 13% | 0%
C[C@H](N)c1nnc(SCC(N)=O)o1 | -3% | 0%
